# Screening data as filed in PubChem.
# HT1080 IDH1KD tx: qHTS for induction of synthetic lethality in tumor cells producing 2HG: qHTS for the HT-1080-IDH1KD cell line; Potency, µM (titrated, usually from 46.1 µM), inactives show top-dose activity, negative = toxicity, hits mostly cytotoxic; hit rate 2% among 360,000; AID 686971, 2013; HT-1080 IDH1 knockdown viability, ATP luminescence, 48 h;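 note: potency is the fitted concentration of half-maximal effect; 0% = DMSO wells and -100% = cell-free medium wells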
#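 Assay cells: HT-1080 with IDH1 knockdown, 750 per well, RPMI/5% FBS. Exposure: 48 h at 37 °C following 2 h pre-incubation. Read: CellTiter-Glo luminescence; fitted concentration-response, curve class assigned.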
# ATXN2 expr inh: Primary qHTS for Inhibitors of ATXN expression; Potency, µM (series often up to 57 µM), for inactives: at the highest dose activity change, negative = inhibition, most hits filed as inhibitors; AID 1745845, 2022; HEK-293 ATXN2-luciferase reporter, luminescence, 24 h; hit rate 0.72% among 360,000; note: potency is the fitted concentration of half-maximal effect; % is set by controls: 0 for no effect and ±100 for the full control effect; nearly all actives have a fitted effect of over 55% in size
#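 ATXN2-luciferase reporter cells (luciferase flanked by upstream and downstream ATXN2 gene portions) were treated 24 h at 37 °C with compounds at up to 57 uM. SteadyGlo luminescence gave expression; GF-AFC fluorescence gave viability.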
# KB-3-1 tox: qHTS assay for MDR1-selective chemotherapeutics: Primary screen using the parental adenocarcinoma cell KB-3-1. KB-3-1 viability, CellTiter-Glo ATP luminescence, 72 h. AID 1347075, 2019. hit rate 1.4% among 400,000. Potency, µM (series often up to 46.1 µM), for the others: top-dose activity change, negative = cytotoxic, usual class: cytotoxic; note: potency is the fitted concentration of half-maximal effect; % is set by controls: 0 for no effect and ±100 for the full control effect; nearly all actives have a fitted effect of over 60% in size
#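 72 h, 37 °C compound treatment of KB-3-1 parental cells; CellTiter-Glo added, 10 min, luminescence read. Data corrected against DMSO-only plates and normalized before curve fitting.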
# MCF10A rereplic: A quantitative high throughput screen for small molecules that induce DNA re-replication in MCF 10a normal breast cells; MCF 10A DNA re-replication, Hoechst nuclear intensity, 48 h; Potency, µM (top dose mostly 46.1 µM), for inactives: at the top dose activity, positive = re-replication, most hits filed as activators; hit rate 2.9% among 350,000; note: potency is the fitted concentration of half-maximal effect; % of control where 0% means no effect; nearly all actives have a fitted effect of over 50% in size
# HepG2 viability: qHTS for Inhibitors of TGF-b: Cytotox Counterscreen; HepG2 CAGA-GFP viability, ATP luminescence, 18 h; hit rate 0.76% among 410,000; Potency, µM (highest dose often 46.1 µM), without a hit: at the highest dose activity change, negative = cytotoxicity, usual class: cytotoxic; note: potency is the fitted concentration of half-maximal effect; some results filed as inactive show a strong effect at the top dose
#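 HepG2 CAGA-GFP cells (1000/well, DMEM with 1% FBS) received compound, then TGF-beta at 500 pg/mL final, and were incubated 18 hours at 37 degrees C. Viability was read by CellTiter-Glo luminescence. Media-only wells were set as complete cell-killing and DMSO as no toxicity.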
# SW480 rerep: A quantitative high throughput screen for small molecules that induce DNA re-replication in SW480 colon adenocarcinoma cells; Potency, µM (doses to about 46.1 µM), inactives show at the top dose re-replication activation, most hits filed as activators; AID 624297, 2012; SW480 DNA re-replication, Hoechst DNA content imaging, 48 h; hit rate 1.8% among 340,000; note: potency is the fitted concentration of half-maximal effect; % of control where 0% means no effect; nearly all actives have a fitted effect of over 55% in size
#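 Readout is total intensity of Hoechst-stained nuclei, excited at 405 nm and collected at 500-530 nm. Compound treatment lasted 48 hr at 37 C in 5% CO2 before staining.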
# IL-1B inflam inh: qHTS for Inhibitors of Inflammasome Signaling: IL-1-beta AlphaLISA Primary Screen; hit rate 4.7% among 360,000; activity change, % at 57.5 µM; THP-1 LPS/ATP IL-1B secretion, AlphaLISA, 16 h; stronger effect = lower value; in the data active = activity change below about -50%; inconclusive = mostly about -30% to -49%; note: % is set by controls: 0 for no effect and ±100 for the full control effect
#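 THP-1 cells pretreated 1 hr with compounds (up to 57.5 uM final), then stimulated with LPS (250 ng/mL final) plus ATP (1.25 mM final); secreted IL-1B measured by AlphaLISA after 16 hr, decreased signal indicating inhibition.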
# S2 tox: Viability Counterscreen for Primary qHTS for Inhibitors of ATXN expression | Potency, µM (top dose mostly 56.7 µM), most hits filed as cytotoxic | S2 cells (HEK-293 line with an ATXN2-luciferase reporter) viability, CellTiter-Fluor protease fluorescence, 24 h | hit rate 0.49% among 400,000 | AID 651635, 2014; note: potency is the fitted concentration of half-maximal effect; nearly all actives have a fitted effect of over 40% in size
# HT1080-NT tox: qHTS for induction of synthetic lethality in tumor cells producing 2HG: qHTS for the HT-1080-NT fibrosarcoma cell line | HT-1080-NT fibrosarcoma viability, CellTiter-Glo ATP luminescence, 48 h | Potency, µM (series often up to 46.1 µM), for inactives: at the top dose activity, negative = less viability, hits mostly cytotoxic | hit rate 1.6% among 360,000;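 note: NT is the 2HG producing partner of a matched IDH1 knockdown line; potency is the fitted concentration of half-maximal effect; 0% = DMSO-treated cells and -100% = media-only wells without cells; nearly all actives have a fitted effect of over 55% in size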
#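 Toxicity toward the 2HG-producing NT line was scored as %Activity, normalised to DMSO and no-cell wells, from CellTiter-Glo luminescence after 48 hours' treatment.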
# * hit, by the source's call; i = inactive; ? = inconclusive; . = no result given; & = joins results of further samples. Unless noted, calls come from the whole dose curve; as a rule, active = well fitted curve in the direction sought with a large enough effect; inconclusive = small, poorly fitted or top-dose-only effect, or another doubt; inactive = no such curve, though single readings can be large; an effect the other way counts as inactive or inconclusive. This is a random part of the collection. Share with any hit: about 8.9%.
# Below each compound: HT1080 IDH1KD tx | ATXN2 expr inh | KB-3-1 tox | MCF10A rereplic | HepG2 viability | SW480 rerep | IL-1B inflam inh | S2 tox | HT1080-NT tox
Cn1c2ccccc2c(=O)c2c(=O)n(-c3ccccc3)c(-c3ccc(C(C)(C)C)cc3)nc21
→ 8% | . | -1% | ? | 24% | -26% | 65 | i | -7%
CCOC(=O)CSc1nc2ccc(C)cc2[nH]1
→ 26% | 7% | -2% | -2% | 0% | -7% | -11 | i | 18%
CC(CN1C(C)CCCC1C)OC(=O)c1ccccc1F (configuration not stated)
→ 14% | 8% | 9% | -2% | -17% | -5% | 5 | i | 0%
CCOC(=O)c1cc(C(C)(C)C)nc(SC)c1C#N
→ -2% | . | 1% | -1% | -1% | -4% | 0 | i | 0%
Cc1ccc(NC(=O)CSc2nc3ccccc3nc2N2CCOCC2)cc1
→ -21% | 19%&-35% | -11%&-3% | 11% | -20%&-18% | ? | 0 | ? | ?
CCOc1ccc(NC(=O)CN2CCN(CC(=O)Nc3ccc(C(N)=O)cc3)CC2)cc1
→ 17% | 7% | 4% | -2% | -7% | -1% | 4 | i | 11%
COc1ccc(-c2sc3ccccc3c2C#CC2(O)CCCCC2)cc1
→ -22% | -4% | -3% | ? | -56% | ? | -6 | i | -17%
CCCCCOC(=O)c1[nH]c2c(c1C)C(=O)CC(c1ccco1)C2 (configuration not stated)
→ 0.016µM* | -28% | ? | ? | -6% | 0.12µM* | 79 | ? | 0.1µM*
CC1(C)c2ccccc2C(=O)c2ccccc21
→ 2% | 1% | 3% | 5% | 1% | -4% | -19 | ? | 8%
COc1cc(NS(=O)(=O)c2ccc(NC(=O)c3cccs3)cc2)nc(OC)n1
→ 5% | -8% | -1% | 0% | 18% | 1% | 29 | i | -12%
O=C(Nc1c2c(nn1-c1ccccc1)CS(=O)C2)c1ccco1 (configuration not stated)
→ 6% | -2% | -1% | 0% | 1% | -3% | 10 | i | -3%
Cc1ccc(C(=O)OCC(=O)NNC(=O)c2ccc([N+](=O)[O-])cc2)o1
→ 14% | 8% | 2% | -1% | -4% | 1% | 5 | ? | 13%
CC(C)C[C@@]12C(=O)N(c3ccc(Br)cc3)C(=O)N1[C@H](c1ccc(Br)cc1)[C@@H]1C(=O)N(C(C)(C)C)C(=O)[C@@H]12
→ -10% | 5% | -12% | 1% | -20% | 4% | 0 | i | -26%
COc1ccc(/C=C/C(=O)c2ccccn2)cc1
→ ? | 21% | 0% | ? | -29% | 10% | ? | ? | ?
CN1CCN(C(=O)c2ccc3c(c2)N(Cc2ccccc2)CCS3)CC1
→ -13% | -28% | 0% | 5% | -24% | -4% | -19 | i | -12%
COc1ccc(-c2cc(=O)oc3c(C)c(OCC(=O)NCCCn4ccnc4)ccc23)cc1
→ 4% | -4% | 0% | ? | -48% | ? | -27 | i | 5%
O=C(COC(=O)CNC(=O)C12CC3CC(CC(C3)C1)C2)Nc1ccccc1
→ -4% | -8% | 0% | -6% | -18% | -2% | 9 | i | 20%
N#CC1=C(N)Oc2[nH]c(=S)[nH]c(=O)c2C12C(=O)Nc1ccccc12 (configuration not stated)
→ 2% | 24% | 10% | 5% | -30% | 5% | -27 | ? | 0%
O=C1CC(N2CCN(c3cccc(C(F)(F)F)c3)CC2)C(=O)N1c1ccccc1F (configuration not stated)
→ 7% | -3% | 4% | -6% | 3% | -4% | 0 | i | 2%
COC(=O)CSC(C)C(=O)Nc1nnc(C(C)C)s1 (configuration not stated)
→ 8% | . | -3% | 0% | 0% | -2% | 31 | i | 6%
Cc1cc(C)n(C(=O)CNC(=O)C(c2ccccc2)c2ccccc2)n1
→ -4% | -23% | 3% | 2% | -22% | 1% | -7 | i | -3%
Cc1cc([N+](=O)[O-])nn1CC(=O)N1CCc2ccccc2C1
→ -4% | -9% | 1% | -2% | 3% | 0% | 9 | i | -5%
COc1cccc(N(CC(=O)NC2CCCCC2)C(=O)Cn2nnc(-c3ccc(C)o3)n2)c1
→ -12% | 1% | -13% | -3% | 2% | -4% | -7 | i | -3%
CS(=O)(=O)N(CC(=O)N1CCC(C(N)=O)CC1)c1cc(C(F)(F)F)ccc1Cl
→ 3% | 5% | 9% | 0% | 29% | -134% | -14 | i | 10%
CN(C)S(=O)(=O)c1cccc(NC(=O)COC(=O)c2cc(=O)c3ccccc3o2)c1
→ 0% | . | 6% | 2% | 11% | 1% | -18 | i | -10%
Cc1cc2c(=O)n(C)c(SCC(=O)Nc3cccc(O)c3)nc2s1
→ -6% | -7% | 1% | 22% | -10% | 1% | 13 | i | -10%
Cc1ccc2c(=O)c(C(=O)c3ccc(F)cc3)cn(CC(=O)NCc3ccccc3)c2n1
→ . | 4% | 3% | . | 3% | . | . | i | .
NCC(O)(c1ccc(Cl)cc1)c1ccc(Cl)cc1
→ 1% | . | 2% | ? | -100% | 7% | -56* | ? | -24%
CC(=O)c1cc(F)c(N2CCN(C(=O)COc3ccc(F)cc3)CC2)cc1C
→ -24% | 3% | -5% | 29% | -16% | -2% | -5 | i | -1%
Cc1nc2cc(-c3ccccc3)nn2c(C)c1CCC(=O)Nc1ccc(F)cc1F
→ . | -18% | -7% | . | -10% | . | . | i | .

# Record cards, from the list above. Screens in order: HT1080 IDH1KD tx	ATXN2 expr inh	KB-3-1 tox	MCF10A rereplic	HepG2 viability	SW480 rerep	IL-1B inflam inh	S2 tox	HT1080-NT tox
# Cc1ccc(C(=O)OCC(=O)NNC(=O)c2ccc([N+](=O)[O-])cc2)o1 in the list: 14%	8%	2%	-1%	-4%	1%	5	?	13%
# Cc1ccc2c(=O)c(C(=O)c3ccc(F)cc3)cn(CC(=O)NCc3ccccc3)c2n1 in the list: .	4%	3%	.	3%	.	.	i	.
# NCC(O)(c1ccc(Cl)cc1)c1ccc(Cl)cc1 in the list: 1%	.	2%	?	-100%	7%	-56*	?	-24%
# Cc1nc2cc(-c3ccccc3)nn2c(C)c1CCC(=O)Nc1ccc(F)cc1F in the list: .	-18%	-7%	.	-10%	.	.	i	.

# (further entries)
# Below each compound: HT1080 IDH1KD tx | ATXN2 expr inh | KB-3-1 tox | MCF10A rereplic | HepG2 viability | SW480 rerep | IL-1B inflam inh | S2 tox | HT1080-NT tox
CCOc1ccc(NS(=O)(=O)c2cc(C(=O)N3CCCC3)ccc2Cl)cc1
→ -5% | -5% | -3% | ? | 0% | 0% | 12 | i | 0%
Cc1cccc(-n2c(C)c(C)c3c(N)ncnc32)c1
→ -17% | 19% | -4% | ? | -141% | -6% | -2 | i | -13%
COc1ccc(-c2ccc(NS(=O)(=O)c3cc([N+](=O)[O-])ccc3C)cc2)nn1
→ -25% | 7% | 0% | 3% | 15% | 5% | 23 | i | -22%
NC(=O)CSc1nnc(-c2ccccc2F)n1C1CC1
→ 1% | 20% | -15% | ? | -13% | -1% | -12 | i | 5%
COc1ccc(CCNC(=O)CC(=O)N/N=C/c2ccc(C(=O)O)cc2)cc1OC
→ 14% | -12% | -11% | -4% | 24% | -9% | 0 | i | 13%
COc1ccc(-c2nc(CNC(=O)NC3CCCCC3)c(C)o2)c(OC)c1
→ . | 9% | -5% | . | 2% | . | . | i | .
O=C(C1CC(c2ccc(F)cc2)=NO1)N1CCN(Cc2ccccc2)CC1 (configuration not stated)
→ -7% | -13% | 19% | 6% | 4% | 1% | 3 | i | -1%
CCCCC(CCCC)=N/N=C/c1c(O)n(CC)c2cc(C3=NNC(=O)CC3)ccc12
→ 10% | -7% | 13% | ? | 3% | 4% | -11 | i | 7%
COc1ccc(C)cc1S(=O)(=O)Nc1ccc(-n2c(C)nc3ccccc3c2=O)cc1
→ 1% | -14% | 5% | 7% | -5% | 89% | -8 | i | -1%
CC(C)[C@H](NS(=O)(=O)c1ccccc1)C(=O)Nc1nccs1
→ -5% | 5% | 0% | 0% | -25% | 21% | -17 | i | -12%
Cc1cccc(/C(N)=N/OC(=O)c2ccoc2C)c1
→ 16µM* | 25% | ? | ? | 6% | 13% | -1 | i | ?
O=C(COC(=O)CNC(=O)c1ccc([N+](=O)[O-])o1)Nc1ncc(Cl)cc1Cl
→ -2% | -4% | 18% | ? | -54% | -3% | -92* | i | -1%
Cc1c(NC(=O)C2C3C=CC(C3)C2C(=O)O)c(=O)n(-c2ccccc2)n1C (configuration not stated)
→ 6% | -2% | 6% | 3% | 1% | -14% | 10 | i | 2%
COCCn1nnnc1C(C(C)C)N(Cc1ccccc1)Cc1cc2cc(OC)ccc2[nH]c1=O (configuration not stated)
→ ? | ? | 0% | 10% | -6% | 1% | -56* | i | ?
CC(NC(=O)CSC1=NCCS1)c1ccccc1 (configuration not stated)
→ 6% | 6% | 20% | 3% | 19% | -7% | -55* | i | 1%

# A second format for some results above:
mol | HT1080 IDH1KD tx | ATXN2 expr inh | KB-3-1 tox | MCF10A rereplic | HepG2 viability | SW480 rerep | IL-1B inflam inh | S2 tox | HT1080-NT tox
COc1ccc(C)cc1S(=O)(=O)Nc1ccc(-n2c(C)nc3ccccc3c2=O)cc1 | 1% | -14% | 5% | 7% | -5% | 89% | -8 | i | -1%
CC(C)[C@H](NS(=O)(=O)c1ccccc1)C(=O)Nc1nccs1 | -5% | 5% | 0% | 0% | -25% | 21% | -17 | i | -12%
